GLS inh: qHTS for Inhibitors of Glutaminase (GLS) | Glutaminase kidney isoform, mitochondrial (Homo sapiens), O94925 | GLS enzymatic activity, qHTS titration | Potency, µM (series often up to 45.5 µM), without a hit: at the highest dose activity change, negative = inhibition, actives largely listed as inhibitors | hit rate 0.21% among 410,000 | AID 624170, 2012; further: potency means the concentration at half of the fitted maximal effect; on the % scale 0 is the no-effect control and ±100 the full control effect
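hKGA; 45 mM KH2PO4 pH 8.2 + 0.02% Tween-20; cpd via pin tool; 1 mM Gln soln; GluOx/HRP/Amplex Red; RT 30 min; fluor. t0 & final.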
BAZ2B block: qHTS Assay for Inhibitors of BAZ2B. AID 504333, 2011. AlphaScreen BAZ2B-H3K14Ac peptide displacement. hit rate 4.4% among 360,000. Potency, µM (top dose mostly 114 µM), without a hit: at the highest dose activity change, negative = inhibition, usual class: inhibitors; further: potency means the concentration at half of the fitted maximal effect; on the % scale 0 is the no-effect control and ±100 the full control effect; nearly all actives have a fitted effect of over 60% in size
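In this displacement format the biotinylated H3(5-23) peptide acetylated at Lys14 serves as ligand at 50 nM, with BAZ2B at 50 nM in PBS pH 7.4 containing 0.01% Tween-20. Donor and acceptor beads are 10 ug/mL final.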
RGS4 inhibitor: Inhibitors of Regulator of G Protein Signaling (RGS) 4: qHTS | Regulator of G-protein signaling 4 (Homo sapiens), P49798 | Transcreener GDP fluorescence polarization, RGS4-accelerated GTP hydrolysis | Potency, µM (top dose mostly 114 µM), for inactives: at the highest dose activity change, negative = inhibition, most hits filed as inhibitors | hit rate 0.039% among 390,000; further: potency means the concentration at half of the fitted maximal effect; on the % scale 0 is the no-effect control and ±100 the full control effect; nearly all actives have a fitted effect of over 75% in size; some results filed as inactive show a strong effect at the top dose
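MLSMR compounds (23 nl, pin-transferred) preincubated 10 min at room temperature with a 500nM (2x) first reagent, then RGS4 at 900nM (2x) plus Transcreener GDP mix added; fluorescence polarization (620/688 nm) read before and after 90 min at 30 °C.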
ERG Ets-DNA blk: qHTS for Small Molecule Inhibitors of the ERG Ets/DNA interaction. AID 624246, 2012. fluorescence polarization, His-ERG Ets domain / labelled DNA. Potency, µM (top dose mostly 76.9 µM), without a hit: top-dose FP activity, negative = inhibition, hits mostly inhibitors. hit rate 0.028% among 370,000; active means well fitted inhibition curve with a large enough effect in the polarisation, with a control signal flat; inconclusive means small, poorly fitted or top-dose-only effect, or effect the other way, or a change in a side signal; inactive means no such curve, though single readings can be large or run the other way; the % refers to the polarisation;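 further: polarization taken with two DNA probes labelled with fluorescein and Texas red; potency means the concentration at half of the fitted maximal effect; % of control where 0% means no effect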
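His-tagged ERG Ets domain (1 uM in the protein solution; 300mM KCl, 50mM Tris-HCl, 1mM EDTA, 1mM DTT, pH 7.5) received compound, then a probe mix of 5 nM fluorescein-DNA and 100nM Texas-615-DNA. Fluorescence polarization was read for both dyes.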
G9a inh: qHTS Assay for Inhibitors of Histone Lysine Methyltransferase G9a. hit rate 8.8% among 350,000. Potency, µM (titrated, usually from 102 µM), for inactives: at the top dose activity, negative = inhibition, actives largely listed as inhibitors. G9a H3K9 monomethylation, AlphaScreen, 2 h. AID 504332, 2011; further: potency means the concentration at half of the fitted maximal effect; on the % scale 0 is the no-effect control and ±100 the full control effect; nearly all actives have a fitted effect of over 75% in size
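Signal arises when biotinylated H3K9 peptide, once monomethylated, bridges streptavidin donor and antibody-captured acceptor beads. Enzyme at 20 nM was preincubated 15 min with test compounds; peptide 500 nM and SAM 20 uM then reacted for 2 h.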
JMJD2A Tudor inh: qHTS Assay for Inhibitors of JMJD2A-Tudor Domain; AID 504339, 2011; Potency, µM (top dose mostly 114 µM), for inactives: at the top dose activity change, negative = inhibition, hits mostly inhibitors; Lysine-specific demethylase 4A (Homo sapiens), O75164; AlphaScreen JMJD2A-Tudor / H3K4me3 peptide binding; hit rate 4.4% among 390,000; further: potency means the concentration at half of the fitted maximal effect; on the % scale 0 is the no-effect control and ±100 the full control effect; nearly all actives have a fitted effect of over 50% in size
Target sequence (O75164 whole entry, looked up, the tested form may be a part): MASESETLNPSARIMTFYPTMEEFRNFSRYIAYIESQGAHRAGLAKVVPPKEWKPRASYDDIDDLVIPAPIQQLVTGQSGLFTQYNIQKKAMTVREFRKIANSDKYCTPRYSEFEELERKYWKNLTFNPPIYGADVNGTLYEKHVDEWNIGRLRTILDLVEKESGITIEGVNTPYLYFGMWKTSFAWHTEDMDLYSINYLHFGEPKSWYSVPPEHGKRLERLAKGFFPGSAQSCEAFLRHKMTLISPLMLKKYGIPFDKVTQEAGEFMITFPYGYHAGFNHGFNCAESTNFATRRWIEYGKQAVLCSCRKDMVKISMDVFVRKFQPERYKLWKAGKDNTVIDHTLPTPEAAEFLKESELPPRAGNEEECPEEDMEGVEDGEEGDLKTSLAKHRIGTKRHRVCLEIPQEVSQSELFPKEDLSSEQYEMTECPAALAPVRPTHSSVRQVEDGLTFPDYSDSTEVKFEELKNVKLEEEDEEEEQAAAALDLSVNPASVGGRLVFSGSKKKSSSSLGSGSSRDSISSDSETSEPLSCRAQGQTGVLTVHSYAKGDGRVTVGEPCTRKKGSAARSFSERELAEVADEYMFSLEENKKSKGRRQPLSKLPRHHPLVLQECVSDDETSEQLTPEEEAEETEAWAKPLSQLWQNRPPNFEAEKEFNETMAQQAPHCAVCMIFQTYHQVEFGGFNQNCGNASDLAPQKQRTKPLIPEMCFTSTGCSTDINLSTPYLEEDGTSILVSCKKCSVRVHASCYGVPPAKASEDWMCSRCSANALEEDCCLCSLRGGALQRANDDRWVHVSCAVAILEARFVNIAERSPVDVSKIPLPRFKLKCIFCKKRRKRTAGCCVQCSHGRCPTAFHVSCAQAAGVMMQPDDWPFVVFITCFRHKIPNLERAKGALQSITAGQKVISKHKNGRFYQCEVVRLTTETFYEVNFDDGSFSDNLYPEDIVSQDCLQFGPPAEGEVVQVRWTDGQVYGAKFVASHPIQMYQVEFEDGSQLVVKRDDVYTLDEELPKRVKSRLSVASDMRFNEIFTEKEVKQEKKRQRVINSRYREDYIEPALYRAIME
PI4K2A inh: qHTS for small molecular inhibitors of PI4K2A; purified PI4K2A, ADP-Glo luminescence, 1 h; active compounds read low; Phosphatidylinositol 4-kinase type 2-alpha (Homo sapiens), Q9BTU6; hit rate 0.13% among 420,000; activity change, negative = inhibition, % at 76.9 µM; in the data active means activity change below about -50%; inconclusive means mostly about -30% to -49%;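 further: -100% = wells without enzyme as full effect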
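PI4K2A activity was measured by ADP-Glo luminescence: enzyme (4 ug/mL stock) and phosphatidylinositol (1.2 mM stock) in Tris pH 7.5/MgCl2/EGTA/Triton X-100 buffer were reacted with ATP (300 microM stock) for one hour at ambient temperature.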
ALOX12 inh: Primary qHTS assay for inhibitors of human arachidonate 12S-lipoxygenase (ALOX12): Round 2; Polyunsaturated fatty acid lipoxygenase ALOX12 (Homo sapiens), P18054; purified 12hLO, xylenol orange hydroperoxide absorbance; Potency, µM (doses to about 108 µM), inactives show top-dose activity change, negative = inhibition, hits mostly inhibitors; hit rate 1.1% among 580,000; AID 1671190, 2021; further: potency means the concentration at half of the fitted maximal effect; on the % scale 0 is the no-effect control and ±100 the full control effect
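Hydroperoxide product was detected by ferrous iron/xylenol orange as the 573 to 405 nm absorbance ratio. Arachidonic acid at 40 uM (final) was turned over for 30 min at room temperature by 150 nM human 12hLO, pH 7.0 Hepes buffer, after 15 min compound preincubation.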
HP1b binding inh: HTS for Inhibitors of HP1-beta Chromodomain Interactions with Methylated Histone Tails; AlphaScreen HP1-beta / biotin-H3K9me3 peptide binding; Potency, µM (series often up to 114 µM), without a hit: at the top dose activity change, negative = inhibition, actives largely listed as inhibitors; hit rate 0.56% among 390,000; AID 540317, 2011; further: potency means the concentration at half of the fitted maximal effect; nearly all actives have a fitted effect of over 70% in size; inactives centre near 23
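HP1-beta protein (50 nM final) preincubated 30 min at room temperature with biotinylated H3(1-18)K9me3 peptide (50 nM) in PBS pH 7.4, 0.01% Tween-20, then compound added for 30 min. AlphaScreen streptavidin donor/nickel chelate acceptor beads (10 ug/mL final), 30 min dark, luminescence read.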
The depositor's hits bear a star; ? = inconclusive; . = not tested or not shown; & = joins results of further samples; [ ] = dose if it differs, or a comment. Unless noted, the call rests on the fitted dose curve; in most records, active means well fitted curve in the direction sought with a large enough effect; inconclusive means small, poorly fitted or top-dose-only effect, or another doubt; inactive means no such curve, though single readings can be large; an effect the other way counts as inactive or inconclusive.

SMILES	RGS4 inhibitor	ERG Ets-DNA blk	BAZ2B block	GLS inh	PI4K2A inh	JMJD2A Tudor inh	G9a inh	ALOX12 inh	HP1b binding inh
CCOc1cc(/C=C/c2nc3ccccc3s2)ccc1OCC(=O)N1CCOCC1	-26.7%	3.5%	5.3%	-4.5%	-4.3	0.7%	2.4%[59 µM]	?	51.0%
c1ncn(C23CC4CC(CC(C4)C2)C3)n1	-21.8%	-0.5%	1.4%	1.1%	-2.7	-3.1%	8.0%	-11.5%	30.3%
CC(=O)Nc1ccc(Cl)cc1C1COC(=O)C1=N (stereo not drawn)	-20.0%	.	5.2%	2.7%	-2.0	-3.4%	8.0%	1.1%	20.3%
CCN1C(=O)C(C(=O)c2ccccc2)SC1=S (stereo not drawn)	?	112.4%[activator]	56.2µM*	-11.9%	-2.1	56.2µM*	22.4µM*	.	-37.2%
Cc1cc(Cl)n2ncc(-c3ccccc3)c2n1	17.8%	3.9%	-4.7%	2.9%	-1.3	-6.1%	-2.1%	?	30.1%
Cc1cc(Nc2ccccc2F)n2ncnc2n1	6.3%	6.9%	5.7%	-2.6%	0.3	-12.7%	50.1µM*	?	49.8%[activator]
COc1cc(NS(=O)(=O)c2ccc(NC(=O)c3ccc(C(C)=O)cc3)cc2)nc(OC)n1	-1.3%	4.8%	-3.9%	3.3%	0.8	-8.2%	4.1%[59 µM]	-24.4%	20.5%
CCc1ccc(CN2CCC(n3nccc3NC(=O)Cc3ccccc3)CC2)o1	-11.2%	-2.3%	-18.8%	11.7%	-6.3	-20.4%	4.5%	13.2%	0.0%
Cc1cc(C)n(-c2nc3nonc3nc2-n2nc(C)cc2C)n1	-5.4%	2.2%	5.6%	-2.4%	8.1	?	-13.1%[59 µM]	0.0%	44.6%[activator]
O=C(Cc1ccc(S(=O)(=O)N2CCCCC2)s1)Nc1cccc2ccccc12	-11.7%	3.7%	2.6%	-16.1%	-1.9	-11.6%	-16.5%[59 µM]	-12.7%	24.5%
COc1ccc(CNC(=O)C2CCN(S(=O)(=O)c3cccc4nsnc34)CC2)cc1	-31.2%	-10.6%	0.8%	-10.8%	1.5	10.5%	.	-26.6%	56.1%[activator]
O=C(CSc1nnc(-c2cccnc2)o1)Nc1ccc(Br)cc1	-3.5%	17.9%	-15.6%	0.0%	0.8	-6.7%	9.4%	13.3%	28.7%

Continuation.
SMILES	RGS4 inhibitor	ERG Ets-DNA blk	BAZ2B block	GLS inh	PI4K2A inh	JMJD2A Tudor inh	G9a inh	ALOX12 inh	HP1b binding inh
COCCN(CC1CCCN(C2Cc3ccccc3C2)C1)C(=O)CCC(N)=O (stereo not drawn)	-10.4%	4.6%	8.8%	8.0%	2.6	-12.3%	-10.3%	-9.9%	32.6%
O=C(NCCc1c[nH]c2ccccc12)Nc1cccc2ccccc12	-15.1%	-1.4%	4.2%	8.9%	-14.5	-18.2%	8.1%[59 µM]	0.0%	5.5%
Cc1nnc(NC(=O)CSc2nccn2-c2ccc(Cl)cc2)s1	5.2%	4.9%	-24.7%	-6.0%	0.4	-26.8%	2.1%[59 µM]	-60.3%&1.9%	16.8%[57 µM]
CC(NC(=O)COC(=O)/C=C/c1ccc(Cl)cc1)c1ccccc1 (stereo not drawn)	-13.4%	2.9%	-0.4%	-2.7%	3.0	-8.3%	28.7%	?	-16.3%
Cc1oc2ncn(C)c(=O)c2c1C(=O)NCCCN1CCCCC1C (stereo not drawn)	-5.1%	7.1%	5.9%[57.1 µM]	3.0%	1.7	-16.2%	-20.2%[59 µM]	10.0%	20.3%
Cc1ccc2c(CC(=O)N3CCN(c4cccc(Cl)c4)CC3)coc2c1C	?	0.9%	-35.5%	-0.6%	0.9	-24.0%	-44.5%[59 µM]	?	-1.0%
O=c1cc(Cc2nnc(SCc3ccccc3)n2-c2ccc(Cl)cc2)[nH]c(=O)[nH]1	-3.6%[11.4 µM]	17.4%	.	-1.4%	-3.9	-3.1%	-10.5%	?	67.2%[activator]
CCOCCCNC(=O)NC12CC3CC(CC(C3)C1)C2	26.5%	5.8%	10.4%	-4.5%	-1.1	-4.5%	7.9%	13.0%	14.3%
Cc1ccc(C2(c3ccccc3)NC(=O)N(CC(=O)NC3CCS(=O)(=O)C3)C2=O)cc1C (stereo not drawn)	-3.8%	11.4%	7.1%	2.0%	2.3	-6.0%	-15.4%[59 µM]	-10.7%	33.5%[activator]
CCN(CCC(=O)Nc1ccc(Br)c(C)c1)Cc1ccccc1	?	4.1%	-2.1%	14.5%	5.4	15.8%	?	?	12.9%
CCC1CN(C(=O)N2CCC(C(=O)NCc3ccco3)CC2)c2cc(C)ccc2O1 (stereo not drawn)	27.8%[11.4 µM]	-8.5%&-0.5%	-24.4%	1.4%&-13.9%	2.4&-0.9	-27.5%&-28.6%	19.6%	3.7%&-16.6%	17.3%&4.2%
CC(OC(=O)CCC1CCCC1)C(=O)Nc1ccccc1[N+](=O)[O-] (stereo not drawn)	3.9%	-1.0%	?	0.5%	4.0	?	?	3.9%	?

(next part)
SMILES	RGS4 inhibitor	ERG Ets-DNA blk	BAZ2B block	GLS inh	PI4K2A inh	JMJD2A Tudor inh	G9a inh	ALOX12 inh	HP1b binding inh
O=C(C1COc2ccccc2O1)N1CCN(Cc2ccc3c(c2)OCO3)CC1 (stereo not drawn)	-5.6%	8.2%	-0.6%	-12.4%	-2.7	-22.2%	24.6%[59 µM]	-0.9%	9.3%
CCCCc1c(C(=O)O)cc(OC)cc1C(=O)O	-24.9%	0.2%	-36.5%	4.0%	0.5	-23.5%	?	0.0%	27.1%
Cc1cccc(S(=O)(=O)Nc2nc3ccccc3nc2NCC2CCCO2)c1 (stereo not drawn)	33.6%[11.4 µM]	-14.2%	3.6%	4.1%	0.4	-11.8%[11.4 µM]	0.8%	0.0%	50.4%[activator]
CCOC(=O)C1(Cc2ccc(OC)cc2)CCN(C(=O)c2ccoc2C)CC1	-0.4%	8.2%	?	-0.8%	1.0	-24.5%	-7.5%	7.0%	42.9%[activator]
Cc1nc(C)c(C(=O)NCc2ccc(Cl)cc2)o1	-12.9%	-1.0%	4.8%	-2.2%	5.8	-20.8%	16.3%[59 µM]	-16.4%	49.4%[activator]
CCS(=O)(=O)Nc1cccc(C2=NN(C(C)=O)C(c3cccs3)C2)c1 (stereo not drawn)	-1.1%	-8.4%	3.9%	0.0%	4.4	-11.2%	15.6%	6.1%	36.1%
CCN(CC)S(=O)(=O)c1ccc2[nH]cc(C(=O)NCCCN3CCCCC3)c(=O)c2c1	13.7%	-6.8%	-4.9%	12.5%	0.2	?	-14.4%	-10.6%	13.0%
Cc1ccc(NS(=O)(=O)c2cccc3nsnc23)cc1	-2.2%	-6.0%	3.9%	4.1%	-5.1	-26.0%	?	-4.2%	16.4%
Cc1cc(C)c(S(=O)(=O)n2cnc(C)c2)c(C)c1	-1.1%	4.2%	-4.0%	-0.5%	-1.0	-10.4%	2.2%[59 µM]	?	58.5%[activator]
Cc1cccc(C)c1NC(=O)CC(C)c1ccccc1 (stereo not drawn)	-23.8%	-6.5%	-4.9%	5.3%	-4.8	-0.7%	-1.8%	0.0%	32.0%
CCc1ccc(-n2nc3cc(C)c(NC(=O)c4cccc5ccccc45)cc3n2)cc1	-4.7%	-0.3%	-17.1%	-1.7%	-1.6	4.5%	?	-20.6%	28.6%
COc1ccc(-c2cc(C(=O)N(C)Cc3ccccc3F)c3ccccc3n2)cc1OC	-9.4%	12.4%	-14.0%	4.3%	-2.6	-2.2%	9.3%	0.0%	49.5%[activator]

New compounds follow
SMILES	RGS4 inhibitor	ERG Ets-DNA blk	BAZ2B block	GLS inh	PI4K2A inh	JMJD2A Tudor inh	G9a inh	ALOX12 inh	HP1b binding inh
CC(=O)N1CCc2cc(S(=O)(=O)NC(C(=O)N3CCN(c4ccccc4F)CC3)C(C)C)ccc21 (stereo not drawn)	-2.4%	-5.9%	.	4.1%	-3.6	-24.8%	.	-4.0%	15.4%
Cc1ccc(C(=O)NNC(=O)c2ccccc2)cc1S(=O)(=O)N1CCCCC1	3.4%	-6.0%	0.7%	6.3%	-1.3	6.1%	-7.5%[12.7 µM]	-0.9%	53.6%[activator]
CCc1cc(C(=O)NNC(=S)Nc2ccccc2C)cs1	-41.9%	0.1%	31.2%[activator]	0.8%	-2.7	-8.1%	?	-2.9%	32.8%
NS(=O)(=O)c1ccc(CCNC(=O)c2ccc(Cl)nc2)cc1	-1.8%	10.7%	1.6%	1.4%	-4.0	-15.7%	-6.9%	.	31.8%

Screening data (PubChem)

These rows are one share of the data; rates above refer to the full screens.
